Source: PubChem
Wnt act – activates Wnt/beta-catenin signaling in a reporter cell assay; activator, plate reader; activation, % at 9.35 µM; actives 1.2% (n = 300,000); AID 743398; in the data active = activation above about 30%, passing the limit was not always enough;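 also: 0% = neutral control wells and 100% = positive control wells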
C-LANA FP – KSHV C-LANA DNA binding inhibition; MBP-C-LANA/FAM-LBS DNA binding, fluorescence polarization; inhibition, % at 9 µM; actives 0.078% (n = 340,000);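 active = highest replicate inhibition at or above 60% at 9 µM, even if other replicates fall short; inactive = all replicates below 60% inhibition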;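 also: 0% = neutral control wells and 100% = 4 µM acridine orange control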
RTF Ca sens act – increases calcium sensitivity of human cardiac regulated thin filaments; P19429+P45379; IANBD-labeled TnC RTF fluorescence at EC20 calcium; 0% EC20 calcium, 100% full calcium; activation, % at 7.2 µM; actives 0.24% (n = 340,000); AID 493008;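 active = activation above the mean over all tested compounds plus 3 SD, cut at about 30% in these data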;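 also: rise in fluorescence read as greater calcium sensitivity of cardiac thin filaments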
Keap1 Nrf2 FP – disrupts human Keap1 binding to Nrf2 peptide | Q14145 | Keap1 Kelch-Nrf2 peptide fluorescence polarization, 1536-well | inhibition, % at 9.4 µM | actives 0.15% (n = 340,000) | AID 504523; in the data active = inhibition above about 12%;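 also: human Keap1 Kelch domain with fluorescein labeled Nrf2 9mer peptide probe; 0% = neutral control wells and 100% = peptide positive control; higher means more block of Keap1 binding to Nrf2 peptide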
RTF Ca sens inh – cardiac RTF calcium desensitization; AID 493244; P19429+P45379; IANBD-labeled cardiac RTF, Ca2+ fluorescence; inhibition, % at 7.15 µM; actives 0.12% (n = 340,000);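 active = inhibition above the mean inhibition of all tested compounds plus 3 SD, cut at about 17% in these data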;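 also: assay run at fixed EC70 calcium of 1.6 mM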
DSG3 Ab inh – human desmoglein-3 autoantibody binding inhibition; P32926; DSG3-coupled beads, scFv-anti-DSG3-GFP binding, flow cytometry; active compounds read low; binding (percent of control), % at 10 µM; actives 0.48% (n = 310,000);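 active = binding more than 3 SD below its plate's average and above zero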;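 also: hits lower antibody fragment binding to DSG3; some compounds called inactive have numbers as strong as hits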
V-ATPase pH – regulators of yeast V-ATPase proton transport; S. cerevisiae, pHLuorin cytosolic pH fluorescence; response, % at 10 µM; actives 0.37% (n = 350,000); AID 504577; in the data active = response mostly above about 7.3%, no sharp cut-off; inactive = mostly below about 5.4%; also: actives read high; inactives centre near 0; some compounds called inactive have numbers as strong as hits; reference of the scale not given here
MOR-DOR ag – agonists of human mu-delta opioid receptor heterodimerization; cells, OPRM1-OPRD1 heterodimerization, luminescence; P35372+P41143; actives 0.3% (n = 340,000); activation, % at 9.3 µM; in the data active = activation above about 18%;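 also: 0% = vehicle-treated cells and 100% = reference agonist; values of inactives mirror those of a sister screen read the other way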
Target sequence (P35372 whole entry, looked up): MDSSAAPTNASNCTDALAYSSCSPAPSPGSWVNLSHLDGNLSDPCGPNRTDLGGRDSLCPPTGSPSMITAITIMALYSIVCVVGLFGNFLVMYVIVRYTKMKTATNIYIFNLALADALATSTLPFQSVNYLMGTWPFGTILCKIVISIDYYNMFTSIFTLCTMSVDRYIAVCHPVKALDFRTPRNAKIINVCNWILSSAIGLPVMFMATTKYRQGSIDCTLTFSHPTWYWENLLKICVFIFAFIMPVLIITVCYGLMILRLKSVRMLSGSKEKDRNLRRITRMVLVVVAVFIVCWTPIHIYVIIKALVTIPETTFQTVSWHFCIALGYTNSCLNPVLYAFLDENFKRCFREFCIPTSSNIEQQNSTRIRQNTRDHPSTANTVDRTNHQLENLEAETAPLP
Target sequence (P41143 whole entry, looked up): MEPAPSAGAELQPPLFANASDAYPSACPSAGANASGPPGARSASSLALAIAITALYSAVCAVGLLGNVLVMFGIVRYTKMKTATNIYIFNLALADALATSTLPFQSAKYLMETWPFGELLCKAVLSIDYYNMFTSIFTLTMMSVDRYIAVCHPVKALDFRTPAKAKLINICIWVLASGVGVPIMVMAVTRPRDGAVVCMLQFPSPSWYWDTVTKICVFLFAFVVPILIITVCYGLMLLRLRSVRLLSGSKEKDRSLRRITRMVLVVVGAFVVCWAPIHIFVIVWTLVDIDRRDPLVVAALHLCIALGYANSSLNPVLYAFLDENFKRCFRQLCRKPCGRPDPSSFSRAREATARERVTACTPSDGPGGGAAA
Arr AP2 block – human beta-arrestin and AP2 interaction inhibition | FITC-arrestin peptide / GST-AP2 beads, flow cytometry; AP2 beta2 appendage carries R879A mutation | inhibition, % at 10 µM | actives 0.31% (n = 340,000);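 active = inhibition above a set limit, near 3 SD of compounds lacking own fluorescence, cut at about 54% in these data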;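 also: plate controls were DMSO wells for no effect and 5 µM unlabelled arrestin peptide for full effect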
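system = GST-tagged AP2 beta2-adaptin appendage (R879A) on 4 µm glutathione beads | reagent = FITC-labelled arrestin peptide probe, 50 nM final | schedule = compound with beads 12 min RT, then probe 1 h RT | signal = HyperCyt-sampled flow cytometry, FL1 channel, ex 488/em 535 nm | read-out = percent response from loss of bead-bound FITC fluorescence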
MOR-DOR inv ag – mu-delta opioid heterodimer inverse agonism; cell-based MOR-DOR heterodimer luminescence; inhibition, % at 9.3 µM; P35372+P41143; actives 0.21% (n = 340,000); AID 504357; in the data active = inhibition above about 22%, passing the limit was not always enough;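 also: 0% = cells with DMSO and 100% = wells without cells with DMSO; values of inactives mirror those of a sister screen read the other way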
Starred values were filed as active, the others as inactive.

What do the screens show for `COc1ccc2c(c1OC)C(=O)N1N=C(c3ccc(-c4ccccc4)cc3)CC21` (centres undefined)?
Wnt act: -2; C-LANA FP: -1.7; RTF Ca sens act: -5; Keap1 Nrf2 FP: -1; RTF Ca sens inh: 5; DSG3 Ab inh: 102; V-ATPase pH: 0; MOR-DOR ag: -3.5; Arr AP2 block: -2; MOR-DOR inv ag: 18

What do the screens show for `CCC(C(=O)Nc1c2c(nn1C(C)(C)C)CS(=O)(=O)C2)c1ccccc1` (centres undefined)?
Wnt act: 0; C-LANA FP: -1.2; RTF Ca sens act: 2; Keap1 Nrf2 FP: 0; RTF Ca sens inh: -5; DSG3 Ab inh: 100; V-ATPase pH: 2; MOR-DOR ag: -3.2; Arr AP2 block: -4; MOR-DOR inv ag: 17

Results for Cc1ccc(S(=O)(=O)N2CCC(C(=O)N[C@@H](C)C(=O)NCCc3ccccc3)CC2)cc1 ?
Wnt act: -4; C-LANA FP: 2.0; RTF Ca sens act: 0; Keap1 Nrf2 FP: 0; RTF Ca sens inh: -4; DSG3 Ab inh: 98; V-ATPase pH: 6; MOR-DOR ag: -2.0; Arr AP2 block: 10; MOR-DOR inv ag: 9

What do the screens show for `CCOCCOc1nc2c(c(=O)n(C)c(=O)n2C)n1Cc1ccc(C)cc1`?
Wnt act: -2; C-LANA FP: -1.7; RTF Ca sens act: 10; Keap1 Nrf2 FP: 8; RTF Ca sens inh: -8; DSG3 Ab inh: 104; V-ATPase pH: 4; MOR-DOR ag: 4.0; Arr AP2 block: 4; MOR-DOR inv ag: -22

How did CCCCCCCCN1N=N[C@H]2[C@H]1[C@@H]1C[C@H]2N(C(=O)OC(C)(C)C)O1 do in these assays?
Wnt act: -2; C-LANA FP: -0.9; RTF Ca sens act: 2; Keap1 Nrf2 FP: -2; RTF Ca sens inh: 0; DSG3 Ab inh: 100; V-ATPase pH: -1; MOR-DOR ag: 3.6; Arr AP2 block: -6; MOR-DOR inv ag: -17

Results for CNC(=O)COC(=O)CCC(=O)c1cccs1 ?
Wnt act: 1; C-LANA FP: 0.1; RTF Ca sens act: 4; Keap1 Nrf2 FP: 0; RTF Ca sens inh: -10; DSG3 Ab inh: 95; V-ATPase pH: 4; MOR-DOR ag: -0.4; Arr AP2 block: 37; MOR-DOR inv ag: 2

How did COc1cc(OC)c(OC)cc1CNc1cc(C)ccc1OC do in these assays?
Wnt act: -2; C-LANA FP: 0.2; RTF Ca sens act: 6; Keap1 Nrf2 FP: -7; RTF Ca sens inh: -6; DSG3 Ab inh: 96; V-ATPase pH: 5; MOR-DOR ag: 4.2; Arr AP2 block: 4; MOR-DOR inv ag: -24

Results for O=C1c2ccccc2C(=O)N1CC1c2ccccc2CCN1C(=O)C1CCCCC1 (centres undefined) ?
C-LANA FP: 2.7; RTF Ca sens act: 3; Keap1 Nrf2 FP: -5; RTF Ca sens inh: -19; DSG3 Ab inh: 102; V-ATPase pH: 0; MOR-DOR ag: 3.3; Arr AP2 block: -6; MOR-DOR inv ag: -20

Results for COC(=O)N/N=C/c1cn(Cc2c(Cl)cccc2Cl)c2ccccc12 ?
Wnt act: -8; C-LANA FP: 0.5; RTF Ca sens act: 2; Keap1 Nrf2 FP: -5; RTF Ca sens inh: -18; DSG3 Ab inh: 81*; V-ATPase pH: 0; MOR-DOR ag: 0.6; Arr AP2 block: 8; MOR-DOR inv ag: -4

Results for Cc1ccc(C)c(OCC(=O)Nc2ccc3c(c2)OCO3)c1C ?
C-LANA FP: 1.9; RTF Ca sens act: -7; Keap1 Nrf2 FP: -3; RTF Ca sens inh: 4; DSG3 Ab inh: 104; V-ATPase pH: -4; MOR-DOR ag: 1.0; Arr AP2 block: 0; MOR-DOR inv ag: -5

What do the screens show for `CN(CCNC(=O)CN1CCN(Cc2ccccc2Cl)C1=O)Cc1ccccc1`?
C-LANA FP: -0.1; RTF Ca sens act: 1; Keap1 Nrf2 FP: -6; RTF Ca sens inh: -4; DSG3 Ab inh: 106; V-ATPase pH: 2; MOR-DOR ag: -1.1; Arr AP2 block: -14; MOR-DOR inv ag: 6

What do the screens show for `CCOc1nc(Nc2ccc(OC)cc2OC)nc(OCC)n1`?
Wnt act: -1; C-LANA FP: 1.6; RTF Ca sens act: 3; Keap1 Nrf2 FP: 1; RTF Ca sens inh: 0; DSG3 Ab inh: 121; V-ATPase pH: 0; MOR-DOR ag: -1.3; Arr AP2 block: 1; MOR-DOR inv ag: 6

Copied from above, 4 compounds:
What do the screens show for `COc1ccc2c(c1OC)C(=O)N1N=C(c3ccc(-c4ccccc4)cc3)CC21` (centres undefined)?
Wnt act: -2; C-LANA FP: -1.7; RTF Ca sens act: -5; Keap1 Nrf2 FP: -1; RTF Ca sens inh: 5; DSG3 Ab inh: 102; V-ATPase pH: 0; MOR-DOR ag: -3.5; Arr AP2 block: -2; MOR-DOR inv ag: 18

What do the screens show for `CCC(C(=O)Nc1c2c(nn1C(C)(C)C)CS(=O)(=O)C2)c1ccccc1` (centres undefined)?
Wnt act: 0; C-LANA FP: -1.2; RTF Ca sens act: 2; Keap1 Nrf2 FP: 0; RTF Ca sens inh: -5; DSG3 Ab inh: 100; V-ATPase pH: 2; MOR-DOR ag: -3.2; Arr AP2 block: -4; MOR-DOR inv ag: 17

Results for Cc1ccc(S(=O)(=O)N2CCC(C(=O)N[C@@H](C)C(=O)NCCc3ccccc3)CC2)cc1 ?
Wnt act: -4; C-LANA FP: 2.0; RTF Ca sens act: 0; Keap1 Nrf2 FP: 0; RTF Ca sens inh: -4; DSG3 Ab inh: 98; V-ATPase pH: 6; MOR-DOR ag: -2.0; Arr AP2 block: 10; MOR-DOR inv ag: 9

What do the screens show for `CCOCCOc1nc2c(c(=O)n(C)c(=O)n2C)n1Cc1ccc(C)cc1`?
Wnt act: -2; C-LANA FP: -1.7; RTF Ca sens act: 10; Keap1 Nrf2 FP: 8; RTF Ca sens inh: -8; DSG3 Ab inh: 104; V-ATPase pH: 4; MOR-DOR ag: 4.0; Arr AP2 block: 4; MOR-DOR inv ag: -22

Following part:
Results for C/C(=N\NC(=O)C(=O)Nc1c(C)n(C)n(-c2ccccc2)c1=O)c1ccncc1 ?
Wnt act: 2; C-LANA FP: -0.8; RTF Ca sens act: 0; Keap1 Nrf2 FP: -2; RTF Ca sens inh: -3; DSG3 Ab inh: 112; V-ATPase pH: 1; MOR-DOR ag: -3.7; Arr AP2 block: 34; MOR-DOR inv ag: 19

Results for CCN(CC)CCCNC(=O)/C=C/C(=O)O ?
Wnt act: -1; C-LANA FP: 1.3; RTF Ca sens act: 4; Keap1 Nrf2 FP: 1; RTF Ca sens inh: -4; DSG3 Ab inh: 111; V-ATPase pH: -5; MOR-DOR ag: -0.4; Arr AP2 block: 6; MOR-DOR inv ag: 2

Results for CC1CC(C)(C)CC2(C1)NC(=O)N(CC(=O)N1CCN(S(=O)(=O)c3ccc(F)c(F)c3F)CC1)C2=O (centres undefined) ?
Wnt act: -12; C-LANA FP: 0.0; RTF Ca sens act: 0; Keap1 Nrf2 FP: -4; RTF Ca sens inh: -12; DSG3 Ab inh: 103; V-ATPase pH: 7; MOR-DOR ag: 0.1; Arr AP2 block: -23; MOR-DOR inv ag: 0

Results for C#CCOCCOCCOCCNc1nc(N2CCN(C(=O)[C@H](CCC(=O)O)n3cc([C@@H](N)[C@H](C)CC)nn3)CC2)nc(N2CCN(C(=O)[C@H](CCC(=O)O)n3cc([C@@H](N)CCSC)nn3)CC2)n1 ?
Wnt act: -2; C-LANA FP: 0.0; RTF Ca sens act: -5; Keap1 Nrf2 FP: -2; RTF Ca sens inh: 2; DSG3 Ab inh: 99; V-ATPase pH: 1; MOR-DOR ag: -2.0; Arr AP2 block: 35; MOR-DOR inv ag: 9

What do the screens show for `CC(=O)Nc1ccc(NC(=O)C2CCCN(c3nnc(-n4cccc4)s3)C2)cc1` (centres undefined)?
C-LANA FP: 0.3; RTF Ca sens act: 3; Keap1 Nrf2 FP: -6; RTF Ca sens inh: 3; DSG3 Ab inh: 100; V-ATPase pH: 0; MOR-DOR ag: -2.2; Arr AP2 block: -3; MOR-DOR inv ag: 12

What do the screens show for `CC(C)Cc1ccc(CN2CCCC(NC(=O)CCN3CCOCC3)C2)cc1` (centres undefined)?
Wnt act: -4; C-LANA FP: 1.2; RTF Ca sens act: 2; Keap1 Nrf2 FP: -3; RTF Ca sens inh: -10; DSG3 Ab inh: 107; V-ATPase pH: 2; MOR-DOR ag: -1.5; Arr AP2 block: 10; MOR-DOR inv ag: 8

How did CCN(Cc1ccccc1)C(=O)COC(=O)c1cc(S(=O)(=O)Nc2c(C)n(C)n(-c3ccccc3)c2=O)ccc1C do in these assays?
Wnt act: -2; C-LANA FP: -1.6; RTF Ca sens act: -2; Keap1 Nrf2 FP: 2; RTF Ca sens inh: -4; DSG3 Ab inh: 95; V-ATPase pH: 1; MOR-DOR ag: -1.6; Arr AP2 block: 6; MOR-DOR inv ag: 8

Results for COc1nc(OC)nc(N2CCC(C(=O)NCC3CCCCC3)CC2)n1 ?
Wnt act: 8; C-LANA FP: -1.0; RTF Ca sens act: -2; Keap1 Nrf2 FP: 3; RTF Ca sens inh: -4; DSG3 Ab inh: 97; V-ATPase pH: 0; MOR-DOR ag: -2.2; Arr AP2 block: 9; MOR-DOR inv ag: 11

What do the screens show for `[O-]/C(=C(\C(=S)Nc1cccc2ccccc12)[n+]1ccccc1)c1ccc(OC(F)F)cc1`?
Wnt act: -3; C-LANA FP: 0.2; RTF Ca sens act: -4; Keap1 Nrf2 FP: -5; RTF Ca sens inh: 2; DSG3 Ab inh: 95; V-ATPase pH: -6; MOR-DOR ag: 4.3; Arr AP2 block: -1; MOR-DOR inv ag: -22

What do the screens show for `O=C(Cc1ccc(NC(=O)C2CCCN(C(=O)C3CC3)C2)cc1)Nc1cccc(C(=O)N2CCCC2)c1` (centres undefined)?
Wnt act: -3; C-LANA FP: -0.3; RTF Ca sens act: -2; Keap1 Nrf2 FP: 1; RTF Ca sens inh: 0; DSG3 Ab inh: 102; V-ATPase pH: -1; MOR-DOR ag: -2.1; Arr AP2 block: -1; MOR-DOR inv ag: 10

How did COCCNC(=S)NC1CC2CCCC(C1)N2Cc1cccs1 (centres undefined) do in these assays?
Wnt act: 1; C-LANA FP: 0.8; RTF Ca sens act: -1; Keap1 Nrf2 FP: -3; RTF Ca sens inh: -6; DSG3 Ab inh: 101; V-ATPase pH: 1; MOR-DOR ag: 1.4; Arr AP2 block: -6; MOR-DOR inv ag: -9

What do the screens show for `Cn1c(=O)c2cc(S(=O)(=O)NCCC(=O)NCc3ccccc3Cl)ccc2n(C)c1=O`?
C-LANA FP: 1.7; RTF Ca sens act: -1; Keap1 Nrf2 FP: -8; RTF Ca sens inh: -6; DSG3 Ab inh: 113; V-ATPase pH: 2; MOR-DOR ag: 1.9; Arr AP2 block: 2; MOR-DOR inv ag: -10
